Screening data: PubChem, several laboratories
AI-2 QS modul – Vibrio harveyi AI-2 quorum sensing modulation; Vibrio harveyi JMH597 AI-2 luminescence/OD600 ratio, 9 h; hits give low values; strain lacks LuxN and CqsS sensors; 0 = neutral-control median; activity change, % at 7.5 µM; hit rate 0.4% among 300,000; AID 2094; in the data active = activity change below about -75%, passing the limit was not always enough;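 note: luminescence divided by OD600 gain over 9 h not by final OD600 alone; inactives centre near 13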
TRPC6 inhibitor – inhibitors of mouse TRPC6 channel; Q61143; HEK293-TRPC6, membrane potential dye, ACh-evoked depolarization; hits give low values; B-score at 10 µM; hit rate 1.1% among 310,000; AID 2553;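 active = B-score under library mean minus 3 SD, initial fluorescence not abnormally high, positive integrated signal ratio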;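 note: B-score derived from integrated fluorescence ratio over the kinetic read; more negative B-score means stronger inhibition of depolarization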
TRPC4 potent – TRPC4 (mouse) allosteric potentiation | HEK293 TRPC4beta/mu-opioid, DAMGO EC20, Fluo-4 Ca2+ flux; hits give high values | Q9QUQ5 | hit rate 0.42% among 310,000 | AID 2227 | B-score at 10 µM;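 active = B-score of calcium response area above 5 SD of library B-scores, with initial fluorescence ratio within 5 SD of library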;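 note: B-score of integrated fluorescence ratio over time as area under calcium response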
MrgX1 ag – agonists of human MrgX1 receptor; hit rate 0.44% among 310,000; B-score at 10 µM; AID 588627; Q96LB2; MrgX1-HEK293 cells, Fluo-4 calcium fluorescence, agonist mode; hits give high values;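 active = calcium response B-score plate-corrected fluorescence ratio at least 3 library SD, with starting fluorescence B-score inside 5 SD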
Target sequence (Q96LB2 whole entry, looked up): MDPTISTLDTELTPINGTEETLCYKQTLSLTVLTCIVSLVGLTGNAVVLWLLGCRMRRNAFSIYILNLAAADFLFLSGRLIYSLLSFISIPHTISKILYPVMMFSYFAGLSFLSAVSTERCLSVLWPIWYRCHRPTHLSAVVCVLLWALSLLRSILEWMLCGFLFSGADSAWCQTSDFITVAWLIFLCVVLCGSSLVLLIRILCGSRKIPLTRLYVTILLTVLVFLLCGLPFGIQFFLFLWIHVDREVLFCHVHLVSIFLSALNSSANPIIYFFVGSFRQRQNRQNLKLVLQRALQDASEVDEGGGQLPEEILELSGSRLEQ
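Assay system: MrgX1-expressing HEK293 cells / Amount: fifteen thousand cells per well / Doses: test compound in the initial addition of three / Timing: cells plated overnight, dye loaded 0.5 h 37 °C, 0.5 h room temperature / Technique: kinetic calcium dye fluorescence, Fluo-4 NW / Control set: positive and negative controls per plate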
MrgX1 PAM – human MrgX1 positive allosteric modulation, primary screen; Q96LB2; hit rate 0.63% among 310,000; MrgX1-HEK293, Fluo-4 calcium flux, FDSS; hits give high values; B-score at 10 µM;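 active = plate-corrected calcium response at least 3 library SD above typical, normal starting fluorescence, not activating the receptor alone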;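 note: compound read alongside a low EC10 to EC30 dose of BAM8-22 agonist; peak minus trough fluorescence over baseline measured at the second addition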
TRPC6 activator – mouse TRPC6 channel activation | HEK293-TRPC6 membrane potential dye fluorescence; hits give high values | hit rate 0.13% among 310,000 | B-score at 10 µM;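 active = B-score of the integrated fluorescence ratio above library mean plus 3 SD, and starting fluorescence ratio within library mean plus 5 SD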;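 note: higher score means more depolarization so channel activation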
MrgX1 antag – human MrgX1 receptor antagonism, primary screen | hit rate 1.3% among 310,000 | MRGX1-HEK293 calcium flux, Fluo-4, BAM8-22 antagonism; hits give low values | B-score at 10 µM | Q96LB2 | AID 588676;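 active = calcium-response B-score plate-corrected more than 3 library SD below zero, starting fluorescence within 5 deviations, no agonist response on first addition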;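 note: peak minus trough fluorescence over baseline after final BAM8-22 challenge near maximal dose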
HIF activator – HIF pathway transcriptional activation; activation, % at 7.5 µM (by protocol); U2OS HRE-luciferase reporter, luminescence; normalized: DMSO 0%, desferrioxamine 100%; hit rate 0.32% among 300,000; AID 1910;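 active = mean activation of at least 10% of the iron chelator positive control signal, with at least half of replicates also reaching 10%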
TRPC4 inh – inhibitors of mouse TRPC4 channel. HEK293 TRPC4beta/mu-opioid, DAMGO-evoked Fluo4 calcium flux; hits give low values. hit rate 0.39% among 300,000. Q9QUQ5. B-score at 10 µM;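 active = B-score over 3 SD under the library average, no early fluorescence shift, positive overall ratio signal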
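System: stable TRPC4beta/mu-opioid receptor HEK293 cells; Dosing: single-point compound dosing; Measured by: Fluo4 Ca2+ flux fluorescence; Read-out basis: per-well B score of integrated baseline-normalized Fluo4 ratio.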
PolyA inhibitor – inhibitors of polyadenylation in S. cerevisiae. S. cerevisiae SKY197-pL101 polyadenylation reporter, beta-gal luminescence; efflux-impaired pdr1/pdr3 knockout yeast; score 100 = 6 SD above DMSO. hit rate 0.02% among 300,000. AID 1875. calls only at 12 µM;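 active = lowest replicate activity score at least 50, where 100 means six control SD above control mean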;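 note: yeast exposed to compound for 9 h at 30 °C; higher score means more reporter readthrough which indicates perturbed polyadenylation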
TRPC4 act – TRPC4 (mouse) channel activation; Q9QUQ5; HEK293 TRPC4beta/mu-opioid, Fluo4 calcium fluorescence; hits give high values; B-score at 10 µM; hit rate 0.49% among 310,000; AID 2237;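 active = B-score above 5 SD of library B-scores, and initial fluorescence ratio not above library mean plus 5 SD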;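 note: positive B-score marks a calcium rise read as TRPC4 activation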
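System: HEK293 cells stably co-expressing mouse TRPC4beta and mu-opioid receptor; Schedule: Fluo4 dye loading 45 min at room temperature, 110 s recording; Detection: Fluo4 fluorescence, kinetic; Evaluation: B-scored integrated calcium fluorescence ratio; Controls: buffer (low) and maximal DAMGO (high).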
An asterisk follows results filed as active; i = inactive; / = no result given. This is a subset; the hit share may differ from the screen's.

SMILES | PolyA inhibitor | TRPC6 inhibitor | MrgX1 antag | AI-2 QS modul | HIF activator | TRPC6 activator | MrgX1 PAM | TRPC4 potent | MrgX1 ag | TRPC4 inh | TRPC4 act
O=C(CC(c1ccccc1)c1ccccc1)Nc1ccc(Cl)cn1 | i | i | i | -2 | 1.8 | i | i | i | i | i | i
COc1ccccc1NC(=O)CSc1ccc2nnc(-c3ccncc3)n2n1 | i | i | i | 13 | 0.0 | i | i | i | i | i | i
Cc1ccc(C(=O)Nc2ccccc2C(=O)NC2CCCCC2)cc1S(=O)(=O)N1CCOCC1 | i | i | i | 25 | 0.3 | i | i | i | i | i | i
CCOC(=O)C(=O)NCC(c1cccs1)S(=O)(=O)c1ccc(C)cc1 (configuration not stated) | i | i | i | 23 | -11 | i | i | i | i | i | i
Cc1occc1C(=O)NCCCCNC(=O)c1ccoc1C | i | i | i | 9 | -0.4 | i | i | i | i | i | i
COc1ccc(NC(=O)c2ccc(COc3ccccc3OC)o2)cc1OC | i | i | i | 13 | -0.5 | i | i | i | i | i | i
CCCCn1c(SCC(=O)Nc2nnc(C)s2)nc2c1c(=O)n(C)c(=O)n2C | i | i | i | 0 | 0.1 | i | i | i | i | i | i
CCOc1ccc(/C=N/N2C(C)CCCC2C)cc1OC (configuration not stated) | i | i | i | 2 | 0.2 | i | i | i | i | i | i
Cc1cc(C)nc(N2CCN(C(=O)CCC(=O)Nc3nnc(CC(C)C)s3)CC2)n1 | i | i | i | 11 | 0.6 | i | i | i | i | i | i
NS(=O)(=O)c1ccc(-c2ccc(/C=N/Nc3ccc(C(=O)O)cc3)o2)cc1 | i | i | i | 30 | -0.8 | i | i | i | i | i | i
Cc1ccnc2nc(C(=O)OCC(=O)N(CC(C)C)CC(C)C)nn12 | i | i | i | 1 | 0.4 | i | i | i | i | i | i
O=C(N/N=C/c1ccc2c(c1)OCO2)c1ccc(NS(=O)(=O)c2cccs2)cc1 | i | i | i | 20 | -0.6 | i | i | i | i | i | i
CC(Oc1ccccc1)C(=O)N1CCN(c2ccc(N3CCCCC3)nn2)CC1 (configuration not stated) | i | i | i | -2 | 0.2 | i | i | i | i | i | i
Cc1ccc(NC(=O)Nc2cc(-c3ccccc3)nn2C)cc1Cl | i | i | i | 6 | -0.3 | i | i | i | i | i | i
CCOCCn1c(CN2CCc3ccccc3C2)nc2c1c(=O)n(C)c(=O)n2C | i | i | i | 17 | -0.7 | i | i | i | i | i | i
Cc1nc(Cl)sc1C(=O)Nc1cccc2ccccc12 | i | i | i | 10 | 0.9 | i | i | i | i | i | i
CCC(C)NC(=O)c1ccccc1NC(=O)CN1C(=O)c2ccccc2S1(=O)=O (configuration not stated) | i | i | i | 16 | / | i | i | i | i | i | i
O=C(NC1CCCC1)C(c1cccs1)N(C(=O)c1ccno1)c1ccccc1 (configuration not stated) | i | i | i | 7 | 0.0 | i | i | i | i | i | i
CC1CCc2cc(F)ccc2N1C(=O)c1ccncc1 (configuration not stated) | i | i | i | 29 | 0.0 | i | i | i | i | i | i
CCc1ccc(OCC(=O)NC(=S)Nc2ccc(F)cc2)c(Br)c1 | i | i | i | 17 | / | i | i | i | i | i | i
CCN(CC)C(=O)C(=O)c1cn(CC(=O)NCc2ccc3c(c2)OCO3)c2ccccc12 | i | i | i | 40 | -0.5 | i | i | i | i | i | i
COC(=O)C(C)Sc1ncnc2c1c(-c1ccccc1)cn2-c1ccc(OC)cc1 (configuration not stated) | i | i | i | 13 | -0.4 | i | i | i | i | i | i
CCOc1ccccc1C(=O)Nn1c(C2CCC2)nc2ccccc2c1=O | i | i | i | 14 | -0.1 | i | i | i | i | / | i
CCOC(=O)C1=C(N)N(c2cc(S(=O)(=O)N3CCOCC3)ccc2Cl)C(=O)C1 | i | i | i | 1 | 0.0 | i | i | i | i | i | i
Nc1nonc1-n1nnc(C(=O)N/N=C/c2ccoc2)c1CSc1ccccc1 | i | i | i | 29 | 0.4 | i | i | i | i | i | i
COc1ccc2c(c1)N(C(=O)CN1C(=O)C3CCCCC3C1=O)C(C)(C)C=C2C (configuration not stated) | i | i | i | 4 | -0.2 | i | i | i | i | i | i
O=C(Nc1ccc(S(=O)(=O)N2CCCC2)cc1)c1cccc(OC(F)F)c1 | i | i | i | / | -0.7 | i | i | i | i | i | i
COC(=O)c1cccc(NC(=O)c2cnccn2)c1 | i | i | i | 32 | -49 | i | i | i | i | i | i
COc1cccc(/C=C/c2nc3c(cnn3-c3ccccc3)c(=O)[nH]2)c1 | i | i | i | -1 | 0.1 | i | i | i | i | i | i
Cc1nc([N+](=O)[O-])c(C(=O)OCc2ccccc2F)n1C | i | i | i | 25 | 0.4 | i | i | i | i | i | i
Cc1ccc(NC(=O)CSCc2cc(=O)n3ccsc3n2)c(C)c1 | i | i | i | 20 | -0.7 | i | i | i | i | i | i
O=C(NC1CCCC1)c1ccc(Br)c(S(=O)(=O)N2CCCCC2)c1 | i | i | i | 32 | 0.1 | i | i | i | i | i | i
Cc1cccc(OCc2nnc(NC(=O)c3cccs3)s2)c1 | i | i | i | 15 | -0.1 | i | i | i | i | i | i
CCOC(=O)c1nc(-c2ccc(OC)c(OC)c2)cnc1C#N | i | i | i | 13 | -0.5 | i | i | i | i | i | i
CC(C)(C)c1nnc2sc(SCC(=O)c3cccs3)nn2c1=O | i | i | i | 17 | 1.0 | i | i | i | i | i | i
CCn1ccnc1CN1CCN(CC(C)C)C(CCO)C1 (configuration not stated) | i | i | i | -17 | 0.0 | i | i | i | i | i | i
CC1(c2ccccc2Cl)NC(=O)N(CC(=O)NCc2ccco2)C1=O (configuration not stated) | i | i | i | 10 | -0.8 | i | i | i | i | i | i
C[C@H](NC(=O)c1ccc(C(C)(C)C)cc1)C(=O)N1CCC2(CC1)NCCc1[nH]cnc12 | i | i | i | 12 | -0.1 | i | i | i | i | i | i
COc1ccc(C)cc1S(=O)(=O)N(C)CC(=O)N1CCCCC1 | i | i | i | 20 | / | i | i | i | i | i | i
Cc1c(NS(=O)(=O)c2ccc(Cl)c(C(=O)OC(C)C(=O)NCc3ccco3)c2)c(=O)n(-c2ccccc2)n1C (configuration not stated) | i | i | i | 20 | 0.5 | i | i | i | i | i | i
COc1ccc(-c2n[nH]c(=S)n2-c2cc(OC)ccc2OC)cc1 | i | i | i | 3 | -0.3 | i | i | i | i | i | i
COc1ccc(/C=C/C(=O)NC2=NCCS2)cc1OC | i | i | i | 18 | 4.1 | i | i | i | i | i | i
O=C(Nc1cc(Cl)ccc1Cl)N1CCCC1 | i | i | i | 12 | -0.1 | i | i | i | i | i | i
Nc1cc(=O)[nH]c(SCC(=O)N2CCCCC2)n1 | i | i | i | 10 | -0.1 | i | i | i | i | i | i
Cc1cccc(NC(=O)C2CCN(c3ncnc4c3nc3n4CCCCC3)CC2)n1 | i | i | i | 5 | 0.2 | i | i | i | i | i | i
CN(C)CCn1c2ccccc2c2nc3ccc([N+](=O)[O-])cc3cc21 | i | i | i | 10 | 0.8 | i | i | i | i | i | i
CCc1ccccc1N(CC(=O)N1CCCC1)S(C)(=O)=O | i | i | i | -2 | 2.0 | i | i | i | i | i | i
Cc1ccc(NC(=O)c2cnn(-c3ccccc3)c2NC(=O)c2ccco2)cc1 | i | i | i | 20 | 0.4 | i | i | i | i | i | i
CCOC(=O)N1CCN(C(=O)COc2cccc3c2CCN(Cc2ccccc2C)C3=O)CC1 | i | i | i | 18 | -0.4 | i | i | i | i | i | i
CC(=O)Nc1cccc(C(=O)OCC(=O)NCc2ccc(F)cc2)c1 | i | i | i | 30 | 0.1 | i | i | i | i | i | i
COc1ccc(C(=O)NNC(=O)CCc2ccccc2OC)cc1 | i | i | i | 27 | 0.1 | i | i | i | i | i | i
CSCCC(NC(=O)/C(=C\c1ccco1)NC(=O)c1ccco1)C(=O)O (configuration not stated) | i | i | i | 1 | 1.9 | i | i | i | i | i | i
CCOC(=O)c1[nH]c2ccc(OC)cc2c1NC(=O)CN1CCN(c2ccccn2)CC1 | i | i | i | 14 | -27 | i | i | i | i | i | i
O=C(C1CCCO1)N1CCN(S(=O)(=O)c2ccc(Cl)cc2)CC1 (configuration not stated) | i | i | i | 5 | 0.2 | i | 15* | i | i | i | i
O=C(/C=C/c1ccccc1)NC(=S)NNC(=O)Cc1cccs1 | i | i | i | 52 | 0.0 | i | i | i | 71* | i | i
COCCNc1oc(Cc2cccc3ccccc23)nc1C#N | i | i | i | 18 | -1.1 | i | i | i | i | i | i
COc1cccc2[nH]c(C(=O)NC(C)c3ccccc3)cc12 (configuration not stated) | i | i | i | 2 | -0.7 | i | i | i | i | i | i
CCOc1cc(-c2nc3cc(C)ccn3c2NCC2CCCO2)ccc1O (configuration not stated) | i | i | i | 16 | 0.3 | i | i | i | i | i | i
Cc1ccc(-n2nnnc2SC(C)C(=O)NCC(=O)Nc2ccc(F)c(F)c2F)c(C)c1 (configuration not stated) | i | i | i | 12 | -0.7 | i | i | i | i | i | i
CN1c2ccc([N+](=O)[O-])cc2N(C)C1(C)c1ccccc1 (configuration not stated) | i | i | i | 11 | -12 | i | i | i | i | i | i

Next section.
SMILES | PolyA inhibitor | TRPC6 inhibitor | MrgX1 antag | AI-2 QS modul | HIF activator | TRPC6 activator | MrgX1 PAM | TRPC4 potent | MrgX1 ag | TRPC4 inh | TRPC4 act
Cc1ccc(S(=O)(=O)N2CCC(C(=O)N3CC(C)OC(C)C3)CC2)cc1 (configuration not stated) | i | i | i | 11 | -0.1 | i | i | i | i | i | i
NC(=O)c1ccsc1NC(=O)c1coc2ccccc2c1=O | i | i | i | 28 | 1.4 | i | i | i | i | i | i
COc1ccc(/C=N/NC(=S)NC2CCS(=O)(=O)C2)cc1OC (configuration not stated) | i | i | i | 11 | 0.2 | i | i | i | i | i | i
O=C(O)c1cn(-c2ccccc2)nc1-c1ccncc1 | i | i | i | 10 | -0.4 | i | i | i | i | i | i
COCCSc1ccccc1C(=O)NCc1ccc(S(N)(=O)=O)cc1 | i | i | i | 14 | 0.0 | i | i | i | i | i | i
CC(=O)Nc1ccc2c(c1)n(C)c(=O)n2C | i | i | i | 30 | 0.0 | i | i | i | i | i | i
